ARNT TACC3 PPI: ARNT/TACC3 interaction disruption | inhibition, % at 9.99 µM | AlphaScreen His-ARNT PAS-B/GST-TACC3 binding, luminescence; TACC3 fragment carries E629A point mutation | AID 623870 | Q9Y6A5 | actives 0.66% (n = 390,000);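 active = mean inhibition of replicates at least 50% and at least half of replicates each reaching 50%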;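 also: 0% = complete ARNT plus TACC3 wells and 100% = ARNT alone without TACC3; many hits fall short of the cut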
Active calls of the source: *; & = joins results of further samples. An excerpt (hit frequency here may not be typical).

SMILES	ARNT TACC3 PPI
COc1ccc(-n2c(O)c(C(C)=NCCCn3ccnc3)c(=O)[nH]c2=O)cc1	2
Cc1nc2ccccn2c1P(=S)(N1CCCCC1)N1CCCCC1	-7
CCC12CN3CCN(CC(C3)/C1=N\O)C2	-1
CCN1CCN(CC(=O)c2c(C)n(Cc3ccccc3)c3ccc(OC)cc23)CC1	9
CC(C)C(=O)c1cn(Cc2ccccc2C#N)c2ccccc12	-5
CC1(C)CC2(CCO1)NCCN1C(=O)CSC12 (stereo unspecified)	19
CCC(=NCc1ccco1)c1c(O)n(-c2ccc(C)cc2)c(=O)[nH]c1=O	5
CCCCn1c(=O)c(C(=O)Nc2ccc(C)cn2)c(O)c2ccccc21	-2
CCCCn1c(O)c(C(C)=NCCCn2ccnc2)c(=O)[nH]c1=O	-2
CC(=NCC1CCCO1)c1c(O)n(C)c(=O)n(C)c1=O (stereo unspecified)	3
O=c1[nH]c(=O)n(C2CCCCCC2)c(O)c1C=NCCCN1CCOCC1	-1
COc1ccc2c(c1)c(C(=O)O)c(C)n2C(C)C	-3
C=CCn1c(O)c(C=NCCN(C)C)c(=O)[nH]c1=O	16
O=C(Cc1ccc(Br)cc1)N1CCN(Cc2ccccc2)CC1	1
O=C1NC(=O)C(C/C=C/c2ccccc2)C(=O)N1	4
Nc1ccccc1N=Cc1c(O)n(CCC2=CCCCC2)c(=O)[nH]c1=O	-3
CCCSP1(=S)NCCCO1 (stereo unspecified)	-2
CCOC(=O)N(c1ccccc1)P1(=S)OCCO1	-11
N=c1c2c(n(Cc3ccc(Cl)cc3Cl)c3c1CCC3)CCCC2	10
CCN1C[C@]2(CO)CC[C@H](OC)[C@@]34C5C[C@H]6[C@H](OC)C5[C@](O)(C[C@H]6OC)[C@@](O)(C(OC)C23)[C@@H]14 (stereo partly specified)	2
CC(=NCCN1CCOCC1)c1c(O)n(C2CCCCC2)c(=O)[nH]c1=O	-11
O=C(NC(Cc1ccccc1)C(=O)N1CCC2(CC1)OCCO2)C1CCCCC1 (stereo unspecified)	-1
CN(C)c1ccc(NC(=O)CN2C(=O)CN=C(c3ccccc3)c3ccccc32)cc1	-20
CCCCN1C(=O)NC(=O)C2(Cc3cc(C)ccc3N(C)C2)C1=O (stereo unspecified)	-9
CC(C)c1ccc(OCC(=O)N2CCN(C)CC2)c(Br)c1	9

More entries follow.
SMILES	ARNT TACC3 PPI
COc1cc(OC)cc(-n2nc(C(=O)N3CCC4(CC3)OCCO4)c3ccccc3c2=O)c1	-8
CCCC(C)C1(CC)C(=O)NC(=Nc2ccccc2OC)NC1=O (stereo unspecified)	-10
O=C(Nc1cccnc1)c1c(O)c2c(n(Cc3ccccc3)c1=O)CCCC2	2
CC(=NCc1cccnc1)c1c(O)n(-c2ccc(C)cc2)c(=O)[nH]c1=O	-4
Cc1ccc(OCC(=O)N2CCN(CC3CC4C=CC3C4)CC2)cc1 (stereo unspecified)	-1
O=C(c1cc(-c2cccnc2)nc2ccc(Cl)cc12)N1CCC2(CC1)OCCO2	-1
Cn1c(O)c(C(c2ccccn2)c2c(O)n(C)c(=S)n(C)c2=O)c(=O)n(C)c1=S	18
O=C(COc1ccc(Br)cc1)N1CCN(C2CCCC2)CC1	-22
COC(=O)C(O)(c1c(C)[nH]c2ccccc12)C(F)(F)F (stereo unspecified)	6
CNC(=O)ON(C(=O)NC)C1N(C)C(=S)SC1(C)C (stereo unspecified)	6
Cc1nnc(SCc2nc3ccccc3c(=O)n2-c2ccccc2Cl)n1N	13
CN1CCCC1C(O)(c1ccccc1)c1ccccc1 (stereo unspecified)	-21
CC1CCCC(C2(O)C(=O)Nc3ccccc32)C1=O (stereo unspecified)	-3
O=C(COc1ccccc1)N1CCN(C2CC3CCC2C3)CC1 (stereo unspecified)	4
COC(=O)C1=Nc2ccccc2/C1=C\c1c(O)n(-c2ccc(OC)cc2)c(=O)[nH]c1=O	4
CC(c1ccccc1)n1cncc1C(=O)N1CCCC1=O (stereo unspecified)	-6
CN(C)CCN=Cc1c(O)n(C2CCCCCC2)c(=O)[nH]c1=O	14
O=c1cccc2n1CC1CC2CN(c2ncnc3c2cnn3-c2ccccc2)C1 (stereo unspecified)	-2
CC(=NCCC1=CCCCC1)c1c(O)[nH]c(=O)[nH]c1=O	-6
O=[N+]([O-])c1ccc(CN2CC=C(c3ccccc3)CC2)cc1	10
CC(=O)OC1C2CCCC1C(N1CCCC1)CC2 (stereo unspecified)	-12&-6
CCC(C)(C)n1nnnc1CN1CCC(n2c(C)nc3cc(C(F)(F)F)ccc32)CC1	11
CCN(CC)CCNC(=O)c1c(O)c2ccccc2n(Cc2ccccc2)c1=O	-2
COCc1cc(C2SCC(=O)Nc3c2c(=O)[nH]n3C(C)C)ccc1OC (stereo unspecified)	-2
COc1cccc(OCC(=O)N2CCN(C)CC2)c1	-45

Next results follow:
SMILES	ARNT TACC3 PPI
CCC(=NCc1ccco1)c1c(O)n(C2CCCCC2)c(=O)[nH]c1=O	4
CN1CCN(C(=O)OC2c3nccnc3C(=O)N2c2ccc(Cl)cn2)CC1 (stereo unspecified)	-2
O=C(Cc1ccccc1)N1CCN(C2CCCC2)CC1	-19
CCOC(=O)C1=C(N)Oc2cc(C)oc(=O)c2C12C(=O)N1c3c(cc(OC)cc32)C(C)=CC1(C)C (stereo unspecified)	-2
CC1=CC(=O)C2=C(C)CC(O)C3C(C)C(=O)OC3C12 (stereo unspecified)	-2
CC1N(O)C2CCCCCC2N1O (stereo unspecified)	-5
CCN(CCNc1ccc([N+](=O)[O-])c2cccnc12)S(=O)(=O)c1ccc(Cl)cc1	-12
O=C(NCC(c1cccnc1)N1CCN(c2ccccc2F)CC1)Oc1ccccc1 (stereo unspecified)	2
CC(=O)Nc1ccccc1C(=O)OCC(=O)c1cccc2ccccc12	2
Cc1cccc(N2C(=O)/C(=C/N3CCN(C(=O)c4ccco4)CC3)C(=O)NC2=S)c1	2
COc1ccc(Cn2c(O)c(C=NCCCn3ccnc3)c(=O)[nH]c2=O)cc1	-2
CC(C)c1cccc(C(C)C)c1OCCn1ccnc1	-4
Cc1cccc(CS(=O)(=O)Cc2ccc(C(=O)N3CCC4(CC3)OCCO4)o2)c1	2
CCOc1ccc(-n2c(O)c(C=NCCN(CC)CC)c(=O)[nH]c2=O)cc1	3
O=C(COc1ccc(Cl)cc1)N1CCN(C/C=C/c2ccccc2)CC1	4
C=C(COC(C)=O)CC1CC(O)[C@]2(C)OC3CC4OC5C[C@]6(C)O[C@]7(C)CCC8OC9C[C@]%10(C)OC%11C(C)=CC(=O)OC%11CC%10OC9C[C@@H](C)C8OC7CC6O[C@]5(C)C/C=C\C4OC3CC2O1 (stereo partly specified)	23
O=c1cccc2n1CC1CC2CN(Cc2ccc3c(c2)OCO3)C1 (stereo unspecified)	-9
COC(=O)C1=C(c2ccc(Cl)c(C(F)(F)F)c2)C[C@@H]2CC[C@H]1N2C(=O)N1CCC(C)CC1	42
CN1CCN(CC(=O)Nc2ccc(Cl)cc2C(=O)c2ccccc2)CC1	-4
O=C(c1ccc(Cl)cc1)C12CN3CN(CN(C3)C1)C2	1
Cc1nc2ccccc2c(=O)n1-c1ccccn1	-4
O=C(C(Cc1ccccc1)NS(=O)(=O)c1cccc2nsnc12)N1CCC2(CC1)OCCO2 (stereo unspecified)	4
COc1ccc(-n2c(O)c(C=NCCCn3ccnc3)c(=O)[nH]c2=O)cc1	4
O=C1CC(=O)N(c2ccc3c(c2)OCO3)C(=O)N1	-3
OC(Cc1ccccc1)(c1ccccc1)C1CN2CCC1CC2 (stereo unspecified)	-22

(list continues)
SMILES	ARNT TACC3 PPI
CN1CCN(c2nc3ccccn3c(=O)c2C=C2C(=O)N(C)C(=O)N(C)C2=O)CC1	-8
CN(C(=O)Oc1cccc2cccnc12)c1ccccc1	-12
CCOc1ccccc1N1C(=O)NC(=O)/C(=C/c2ccc3c4c(cccc24)CC3)C1=O	-1
CCCCP(=O)(O)c1ccccc1	-2
CC12CN3CC(c4ccccc4)(CN(C1)C31CCCCC1)C2=O	-6
CC12CN3CC(C)(CN(C1)C31CCSCC1)C2=O	-17
O=C(c1cc2nc(-c3ccccc3)cc(-c3ccccc3)n2n1)N1CCC2(CC1)OCCO2	-37
CCCCn1c(O)c(C(CC)=Nc2ccc(OCC)cc2)c(=O)[nH]c1=O	-1
Nc1ccccc1C(=O)OCCOc1ccccc1	-10
Cc1cc(OC(=O)c2ccco2)c2c3c(c(=O)oc2c1)CCCC3	-1
COc1ccc(/C=N/N=C(/N)N[N+](=O)[O-])c(OC)c1	42
CCCCCP(=O)(O)c1ccccc1	-3
CCN(c1ccc(C(O)(C(=O)OC)C(F)(F)F)cc1)S(=O)(=O)c1ccccc1 (stereo unspecified)	-6
COCCOC(=O)C1=C(N)Oc2c(c(=O)oc3ccccc23)C1c1ccncc1 (stereo unspecified)	1
C=Cn1ccnc1P(=S)(c1nccn1C=C)c1nccn1C=C	15
CCOC(=O)c1c(N)n(CCCOC(=O)c2ccco2)c2nc3ccccc3nc12	19
Cc1ccc(C[n+]2c(-c3ccc(C)cc3)cc(-c3ccc(C)cc3)cc2-c2ccc(C)cc2)cc1	14
CCC1(c2ccccc2)C(=O)N(C)C(=O)N(C)C1=O	-28
COC(=O)C(C)Oc1cc(C)cc2oc(=O)c3c(c12)CCCC3 (stereo unspecified)	-15
CCc1ccc(N2C(=O)NC(=O)C(Cc3ccc(OC)cc3OC)C2=O)cc1 (stereo unspecified)	1
C[C@@H]1O[C@@H](O[C@H]2C[C@@H](O)[C@]3(CO)[C@H]4[C@H](O)C[C@]5(C)[C@@H](C6=CC(=O)OC6)CC[C@]5(O)[C@@H]4CC[C@]3(O)C2)[C@H](O)[C@H](O)[C@H]1O	-3&-1
O=C(CSC1c2ccccc2-c2ccccc21)N/N=C/c1ccccc1O	7
COc1ccc(CCNCc2ccc(F)cc2)cc1OC	-3
FC(F)(F)C1=NC(C(F)(F)F)=NP(N2CCOCC2)(N2CCOCC2)=N1	0
CSc1ncc(Cl)c(C(=O)O)n1 (tested in a mixture with another compound)	-2

Next entries follow:
SMILES	ARNT TACC3 PPI
Cn1c(=O)cc(OCCCC(=O)N2CCC3(CC2)OCCO3)c2ccccc21	-3
O=C(Nc1cccc(C(F)(F)F)c1)c1cccn(Cc2ccc3c(c2)OC(F)(F)O3)c1=O	-2
O=C1CC(N2CCC(n3c(=O)[nH]c4ccccc43)CC2)C(=O)N1Cc1ccccc1 (stereo unspecified)	31
Fc1ccc(CCNCc2cccc(Cl)c2)cc1	0
CCn1c(O)c(C(=O)CC2NCCc3ccccc32)c(=O)n(CC)c1=S (stereo unspecified)	-47
CCN1C(=O)NC(=O)/C(=C\c2cn(CC(=O)N3CCCCC3C)c3ccccc23)C1=O (stereo unspecified)	-1
O=C1NC(=O)C(=Cc2ccccc2OCCOc2ccc([N+](=O)[O-])cc2)C(=O)N1	15
CCN1/C(=C\C=C\C2=[N+](CC)c3ccccc3C2(C)C)C(C)(C)c2ccccc21	-9
O=C1NC(=O)C(CCc2ccncc2)(C2CCCCC2)C(=O)N1	-4
CN1CC[C@@]2(C)c3cc(O)ccc3N(C)C2O1 (stereo partly specified)	30*
CN1CCC(n2nccc2N)CC1	2
CC12CN3CC(C)(CN(C1)C3c1cccnc1)C2=O (stereo unspecified)	-5
COc1ccc(CCNCc2ccncc2)cc1	-2
O=c1[nH]c(=O)n(CCC2=CCCCC2)c(O)c1C=NCCN1CCNCC1	-17
Cc1ccc(Cn2c(C)c3cnn(CC(=O)N4CCC5(CC4)OCCO5)c(=O)c3c2C)cc1	-3
O=C(CNS(=O)(=O)c1ccc(Br)s1)N1CCC2(CC1)OCCO2	-20
CCOCCCn1c(N)c(C(=O)Nc2sc3c(c2C(=O)OC)CCCC3)c2nc3ccccc3nc21	7
CC[N+](CC)(CC)CCCOC(=O)C(O)(c1ccccc1)C1CCCCC1 (stereo unspecified)	-5
CCCCOc1ccc(CC2C(=O)N(C)C(=O)N(C)C2=O)cc1	-2
Nc1nnc(CCN2CCCCC2)s1	2
COC(=NC1CCCC1)C(O)c1c[nH]c2ccccc12 (stereo unspecified)	-12
O=[N+]([O-])c1ccc(NC2CCCC2)c2ccncc12	-19
COC(=O)CSC1=NP(=S)(SCC(=O)OC)N2CCCC2=C1C#N (stereo unspecified)	-6
Cc1nc2cc(C(F)(F)F)ccc2n1C1CCN(Cc2nnnn2Cc2cccs2)CC1	-16
COC(=O)c1ccc(CN2CCN(Cc3ccccc3)CC2)cc1	-2

An excerpt from further up, for reference:
SMILES	ARNT TACC3 PPI
COC(=NC1CCCC1)C(O)c1c[nH]c2ccccc12 (stereo unspecified)	-12
O=[N+]([O-])c1ccc(NC2CCCC2)c2ccncc12	-19

Molecules shown so far containing an aryl methoxy group, in the order listed:
SMILES	ARNT TACC3 PPI
COc1ccc(-n2c(O)c(C(C)=NCCCn3ccnc3)c(=O)[nH]c2=O)cc1	2
CCN1CCN(CC(=O)c2c(C)n(Cc3ccccc3)c3ccc(OC)cc23)CC1	9
COc1ccc2c(c1)c(C(=O)O)c(C)n2C(C)C	-3
COc1cc(OC)cc(-n2nc(C(=O)N3CCC4(CC3)OCCO4)c3ccccc3c2=O)c1	-8
CCCC(C)C1(CC)C(=O)NC(=Nc2ccccc2OC)NC1=O (stereo unspecified)	-10
COC(=O)C1=Nc2ccccc2/C1=C\c1c(O)n(-c2ccc(OC)cc2)c(=O)[nH]c1=O	4
COCc1cc(C2SCC(=O)Nc3c2c(=O)[nH]n3C(C)C)ccc1OC (stereo unspecified)	-2
COc1cccc(OCC(=O)N2CCN(C)CC2)c1	-45
CCOC(=O)C1=C(N)Oc2cc(C)oc(=O)c2C12C(=O)N1c3c(cc(OC)cc32)C(C)=CC1(C)C (stereo unspecified)	-2
COc1ccc(Cn2c(O)c(C=NCCCn3ccnc3)c(=O)[nH]c2=O)cc1	-2
COc1ccc(-n2c(O)c(C=NCCCn3ccnc3)c(=O)[nH]c2=O)cc1	4
COc1ccc(/C=N/N=C(/N)N[N+](=O)[O-])c(OC)c1	42
CCc1ccc(N2C(=O)NC(=O)C(Cc3ccc(OC)cc3OC)C2=O)cc1 (stereo unspecified)	1
COc1ccc(CCNCc2ccc(F)cc2)cc1OC	-3
COc1ccc(CCNCc2ccncc2)cc1	-2
